Bioassay records (PubChem)
ABHD5-PLIN5 inh – ABHD5-PLIN5 interaction inhibitors, primary screen, cell lysate, split luciferase complementation, luminescence; Perilipin-5 (Homo sapiens) + 1-acylglycerol-3-phosphate O-acyltransferase ABHD5 (Homo …; Split G. princeps luciferase complementation, 4 h; inhibition, % at 4 µM; hit rate 0.78% among 360,000;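 active means inhibition above the mean inhibition across every tested compound plus 3 SD, cut at about 22% in these data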;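 further: 0% = DMSO only wells and the 100% control is not disclosed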
EBV LMP1 NFkB – EBV LMP1-driven NF-kappaB luciferase reporter inhibitors, primary screen, cell-based, luminescence, single point. LMP1-induced NF-kappaB luciferase reporter cells. inhibition, % at 12.5 µM. hit rate 0.69% among 350,000. AID 504558, 2011; in the data active means inhibition above about 41%;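 further: 0% = neutral control wells and 100% = reference inhibitor control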
COUP-TFII inh – NR2F2 transcriptional activity inhibitors, primary screen, cell-based, luciferase reporter, HEK293T, luminescence. COUP transcription factor 2 (Homo sapiens), P24468. HEK293T NGFI-A luciferase reporter. inhibition, % at 8.6 µM. hit rate 0.7% among 370,000. AID 686940, 2013;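 active means inhibition above a per-plate cutoff, mean inhibition of test wells between control levels plus 3 SD, cut at about 38% in these data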;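 further: cells cotransfected with COUP-TFII expression vector driving the NGFI-A reporter; 0% = median of COUP-TF2 test wells and 100% = reporter-only cells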
NCOA3 inh – SRC3 coactivator transcriptional activity inhibitors, primary screen, cell-based, luminescence. inhibition, % at 3.6 µM. HEK293 GAL4-SRC3 luciferase reporter. hit rate 0.17% among 360,000;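 active means inhibition above a per-campaign cutoff, the mean of all compounds plus 3 SD, cut at about 60% in these data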;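 further: 0% = DMSO-treated cells and 100% = gossypol-treated cells at 36 µM; higher means less SRC3-driven luciferase light from the GAL4 reporter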
Target sequence (Q9Y6Q9 whole entry, looked up, the tested form may be a part): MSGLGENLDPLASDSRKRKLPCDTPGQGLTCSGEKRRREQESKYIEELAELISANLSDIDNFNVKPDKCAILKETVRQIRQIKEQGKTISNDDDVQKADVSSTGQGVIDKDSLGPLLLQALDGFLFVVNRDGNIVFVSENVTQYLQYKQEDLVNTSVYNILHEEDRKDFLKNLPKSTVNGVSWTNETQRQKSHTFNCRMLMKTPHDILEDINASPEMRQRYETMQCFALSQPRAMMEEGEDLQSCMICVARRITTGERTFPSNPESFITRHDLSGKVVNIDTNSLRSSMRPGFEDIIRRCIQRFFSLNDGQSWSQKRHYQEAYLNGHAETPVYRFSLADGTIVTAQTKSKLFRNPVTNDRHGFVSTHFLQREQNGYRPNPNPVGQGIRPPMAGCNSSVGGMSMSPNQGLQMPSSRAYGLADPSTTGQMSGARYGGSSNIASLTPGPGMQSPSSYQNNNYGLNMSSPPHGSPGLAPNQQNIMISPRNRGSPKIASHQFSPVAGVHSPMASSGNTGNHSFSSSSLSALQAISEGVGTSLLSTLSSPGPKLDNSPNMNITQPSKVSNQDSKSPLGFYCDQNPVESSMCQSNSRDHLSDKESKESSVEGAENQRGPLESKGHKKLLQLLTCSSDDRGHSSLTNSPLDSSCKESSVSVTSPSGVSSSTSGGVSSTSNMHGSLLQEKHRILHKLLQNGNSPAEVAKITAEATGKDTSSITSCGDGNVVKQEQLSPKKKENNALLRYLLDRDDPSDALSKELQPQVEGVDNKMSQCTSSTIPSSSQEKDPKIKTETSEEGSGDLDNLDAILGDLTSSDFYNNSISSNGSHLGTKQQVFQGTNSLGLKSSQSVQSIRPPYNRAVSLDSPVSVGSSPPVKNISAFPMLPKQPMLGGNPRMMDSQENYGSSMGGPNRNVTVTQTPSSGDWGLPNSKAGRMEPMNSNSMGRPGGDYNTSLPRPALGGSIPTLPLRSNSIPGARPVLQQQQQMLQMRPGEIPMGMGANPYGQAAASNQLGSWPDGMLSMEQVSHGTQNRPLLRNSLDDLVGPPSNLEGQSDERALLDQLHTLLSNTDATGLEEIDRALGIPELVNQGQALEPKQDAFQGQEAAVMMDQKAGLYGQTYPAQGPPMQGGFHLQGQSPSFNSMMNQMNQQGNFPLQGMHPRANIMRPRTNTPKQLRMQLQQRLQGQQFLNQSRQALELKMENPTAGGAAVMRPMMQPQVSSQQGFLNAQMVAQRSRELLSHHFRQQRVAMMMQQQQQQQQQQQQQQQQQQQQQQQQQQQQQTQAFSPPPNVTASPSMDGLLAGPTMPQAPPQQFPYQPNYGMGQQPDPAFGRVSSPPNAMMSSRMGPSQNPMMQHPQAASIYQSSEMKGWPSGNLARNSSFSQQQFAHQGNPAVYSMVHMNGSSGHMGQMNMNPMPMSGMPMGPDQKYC
NOD2-RIPK2 inh – NOD2-RIPK2 binding disruptors in cells, primary screen, fluorescence, CHO cells, BLA complementation; Receptor-interacting serine/threonine-protein kinase 2 (Homo sapiens), O43353; CCF4 ratio; inhibition, % at 4.98 µM; hit rate 0.38% among 360,000; in the data active means inhibition above about 21%;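 further: 0% = vehicle only and 100% = reference blocker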
TLR9-MyD88 inh – inhibitors of TLR9-MyD88 association in cells, primary screen, cell-based, CHO, BLA complementation, fluorescence; Toll-like receptor 9 (Homo sapiens) + Myeloid differentiation primary response protein …; CCF4 FRET ratio; inhibition, % at 4.98 µM; hit rate 0.21% among 340,000;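 active means inhibition above the mean over all tested compounds plus 3 SD, cut at about 21% in these data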;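 further: 0% = DMSO only wells and 100% = clavulanate BLA inhibitor control wells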
MC4R ag barr – MC4R agonists recruiting beta-arrestin, primary screen, cell-based, luminescence, agonist arm of biased-ligand search. U2OS MC4R beta-arrestin complementation; percent of melanotan II response, DMSO zero. Melanocortin receptor 4 (Homo sapiens), P32245. AID 540308, 2011. hit rate 0.98% among 360,000. activation, % at 8.9 µM;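 active means activation above a per-plate cutoff, the mean activation of sample wells on that plate plus 3 SD, cut at about 8% in these data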
MC4R antag cAMP – MC4R antagonists of cAMP signaling, primary screen, cell-based, TR-FRET, antagonist arm of biased-ligand search | MC4R-expressing cells, MTII-stimulated cAMP, LANCE TR-FRET | inhibition, % at 6.5 µM | hit rate 0.48% among 360,000 | AID 540295, 2011;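 active means inhibition above its plate's cutoff, the mean of tested wells on that plate plus 3 SD, cut at about 29% in these data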;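 further: 0% = Melanotan II alone and 100% = Melanotan II plus saturating MCL0020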
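Assay system: human MC4R-expressing U2OS cells; reagent: Melanotan II stimulation of cells; dosing: 6.5 µM single dose; timing: compound 30 min, challenge 1 h, detection 1 h; signal: TR-FRET cAMP assay; replicates: one well per compound, no replicates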
NR5A2 inv ag – LRH-1 (NR5A2) inverse agonists, primary screen, cell-based, luminescence, HEK293T, StAR-luciferase reporter | Nuclear receptor subfamily 5 group A member 2 (Homo sapiens), O00482 | LRH-1 transfected, 24 h | inhibition, % at 3.6 µM | hit rate 0.13% among 360,000;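 active means inhibition above the mean inhibition of all tested compounds plus 3 SD, cut at about 73% in these data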;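 further: 0% = DMSO wells and 100% = reporter-only cells lacking LRH-1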
SRC1 inh – SRC1 coactivator transcriptional activity inhibitors, primary screen, cell-based, luminescence; HEK293 GAL4-SRC1 luciferase reporter; Nuclear receptor coactivator 1 (Homo sapiens), Q15788; AID 588354, 2011; hit rate 0.12% among 360,000; inhibition, % at 3.6 µM;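 active means inhibition above the campaign mean plus 3 SD, with each screening campaign given its own cutoff, cut at about 60% in these data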;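 further: 0% = DMSO treated cells and 100% = gossypol at 36 µM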
SRC2 inh – inhibition of GAL4-SRC2 driven luciferase reporter, primary screen, SRC2 inhibitor project, cell-based, luminescence; Nuclear receptor coactivator 2 (Homo sapiens), Q15596; HEK293 GAL4-SRC2 luciferase reporter; inhibition, % at 9 µM; hit rate 0.17% among 370,000;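 active means inhibition above the mean inhibition of all tested compounds plus 3 SD, set per campaign, cut at about 52% in these data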;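 further: 0% = DMSO treated cells and 100% = cells given Gossypol at 36 µM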
Active calls of the source: *; . = no result given. Some of the compounds tested (hit frequency here may not be typical).

ABHD5-PLIN5 inh	EBV LMP1 NFkB	COUP-TFII inh	NCOA3 inh	NOD2-RIPK2 inh	TLR9-MyD88 inh	MC4R ag barr	MC4R antag cAMP	NR5A2 inv ag	SRC1 inh	SRC2 inh	smiles
2.1	-5.1	-15.4	6.6	6.7	6.1	-1.5	7.5	6.8	-20.2	-8.5	COC(=O)c1noc(C)c1-c1ccnn1C(=O)c1ccc(Cl)cc1
-0.1	-46.5	-2.3	6.0	-4.4	0.5	-0.5	7.7	14.6	16.4	-32.0	Cc1ccc(N2CC(C(=O)NC3=NCCS3)CC2=O)cc1 (stereo unspecified)
8.0	-8.8	-7.8	-1.0	0.0	0.9	-2.2	18.8	3.5	-13.0	-16.0	O=C(CNC(=O)c1nc[nH]c1C(=O)NCc1ccccc1)OCc1ccccc1
-1.4	-3.2	11.2	4.1	-0.7	0.7	-0.5	4.2	9.6	-23.4	0.1	NC(=O)COC(=O)CCCc1nc2ccccc2s1
0.9	4.4	5.2	2.9	-4.6	-11.8	-1.4	10.6	-4.8	-28.7	5.8	O=C(CN1CCN(c2ccccc2)CC1)Nc1ccncc1
8.0	-70.6	5.7	-37.8	5.4	15.8	0.5	-2.3	0.7	-15.9	-18.0	O=[N+]([O-])c1ccc(C=NNc2ccccc2)cc1
18.8	1.4	-9.7	-30.7	18.1	11.5	1.1	-2.1	-3.8	-45.3	14.1	Cc1ncc(CO)c(/C=N/NC(=O)c2ccoc2C)c1O
2.5	10.8	9.2	-11.9	-8.0	-1.7	-1.0	3.3	-10.8	-24.8	-3.9	CC(C)(C)C(=O)N1CCN(c2ccc([N+](=O)[O-])cc2Cl)CC1
-9.1	4.0	8.1	-20.8	-14.0	-9.6	1.0	7.6	3.1	-13.2	-4.7	[2H]C(CCOS(N)(=O)=O)c1ccccc1 (stereo unspecified)
-21.1	8.5	-6.3	-0.3	-17.5	-9.4	0.8	8.9	-15.7	11.8	-4.5	O=c1cc(Nc2ccc3c(c2)OCCO3)[nH]c(=O)n1Cc1ccc(F)cc1
1.6	-1.8	8.8	17.0	-3.1	1.1	-3.5	-3.9	2.7	-35.8	-2.8	Cc1ccccc1NC(=O)CN1CCN(C(=O)c2ccco2)CC1
0.5	1.0	-12.1	13.7	-3.1	-12.2	1.3	10.6	-11.7	-0.9	-7.9	O=C(Cc1ccc(Cl)cc1)NNc1c(F)c(F)cc(F)c1F
9.1	.	31.9	4.1	-2.3	.	0.5	-3.2	22.7	-9.7	-12.7	CC(C)NC(=O)C1(C)CCCN1C(=O)c1ccc2c(c1)C(C)(C)CCC2(C)C (stereo unspecified)
3.2	3.5	10.3	11.4	-5.5	3.0	-0.4	0.9	0.9	7.0	-0.3	OCCN(CCO)CC(O)CN(c1ccccc1)c1ccccc1 (stereo unspecified)
6.6	.	-3.4	10.5	2.9	.	-3.1	16.3	-1.5	2.8	17.8	O=C(NCc1cc(Cl)cc(Cl)c1)c1ccc2sc([C@@H]3O[C@H](CO)[C@H](O)[C@H](O)[C@H]3O)nc2c1
1.9	-4.4	8.7	0.1	-2.0	-4.5	-1.1	3.5	9.6	2.4	11.7	Cc1noc(NS(=O)(=O)c2ccc(NC(=O)c3ccccc3NS(=O)(=O)c3ccc(F)cc3)cc2)c1C
0.7	4.6	10.9	-1.8	-6.6	-5.1	-1.4	2.4	10.7	-37.9	-7.4	O=C(CN1C(=O)NC2(CCCc3ccccc32)C1=O)NCC(F)(F)F (stereo unspecified)
3.0	-1.5	-3.9	-16.1	7.6	4.2	-1.2	7.5	1.8	-10.3	-49.1	CCCCCCSc1cc(-c2nc3ccc(Cl)cn3c2NC2CCCCC2)ccc1OC
-9.2	.	-10.5	7.7	-9.1	.	-1.0	2.2	-21.3	-5.9	0.3	CN1CCN(C(=O)c2cccc(-c3ccc4nncn4c3)c2)CC1
5.0	-9.1	-8.7	-0.5	-7.7	-1.6	-0.4	4.9	3.1	8.6	-18.9	CCC(O)(C(=O)Nc1ccccc1C(F)(F)F)c1ccccc1OC (stereo unspecified)
-0.8	-1.4	5.8	18.1	-2.5	1.3	0.2	12.2	9.7	7.4	4.1	C=CCCCCCCCCC(=O)NN
0.2	-15.2	15.6	5.1	4.6	-2.5	-0.3	0.2	-2.2	5.9	-1.6	CCOc1ccc(S(=O)(=O)N2CCCC(C(=O)NCc3cccnc3)C2)cc1Cl (stereo unspecified)
-4.2	0.2	-8.9	8.0	9.7	-10.5	-1.9	1.4	-10.8	-12.0	-30.0	COc1ccc(S(=O)(=O)Nc2cc3c4c(c2)CCN4C(=O)CC3)cc1OC
-2.6	-1.2	7.7	2.2	-4.5	6.5	-1.8	11.8	-20.5	-0.8	-11.6	CCCCC(=O)NC1=C(C(=O)OC)SCC1
8.4	8.8	2.1	-9.2	-11.3	-7.0	0.8	2.9	-0.7	5.4	-2.8	O=C(CN1CCN(C2CCCCC2)CC1)c1c[nH]c2ccccc12

A few values from the results shown:
MC4R ag barr with O=C(CNC(=O)c1nc[nH]c1C(=O)NCc1ccccc1)OCc1ccccc1 → -2.2
SRC1 inh with OCCN(CCO)CC(O)CN(c1ccccc1)c1ccccc1 (stereo unspecified) → 7.0

Other structures follow.
ABHD5-PLIN5 inh	EBV LMP1 NFkB	COUP-TFII inh	NCOA3 inh	NOD2-RIPK2 inh	TLR9-MyD88 inh	MC4R ag barr	MC4R antag cAMP	NR5A2 inv ag	SRC1 inh	SRC2 inh	smiles
-1.7	2.7	-5.6	-13.8	-24.5	0.5	0.8	-4.1	5.4	-18.8	8.2	CC(C)CC(=O)Nc1ccc(C(=O)CN2C(=O)NC3(CCOc4ccccc43)C2=O)cc1 (stereo unspecified)
3.3	-11.4	18.7	1.3	-5.6	-15.1	3.0	13.2	5.9	-0.6	14.7	COc1ccc(N2CCN(CCNC(=O)Nc3ccc(C)c(Cl)c3)CC2)cc1
13.9	-4.2	-8.5	-9.1	18.4	-8.0	-0.5	6.1	6.1	9.1	-12.6	COc1ccc(C2c3c(ncn(CCN4CCOCC4)c3=N)Oc3ccc4ccccc4c32)cc1 (stereo unspecified)
0.2	3.9	-14.1	-8.0	0.4	-1.1	-3.1	7.6	8.0	6.3	-14.3	Nc1c(N(CCCO)C(=O)CCCN2C(=O)c3cccc4cccc(c34)C2=O)c(=O)[nH]c(=O)n1Cc1ccccc1
8.7	-13.4	11.1	6.7	-3.6	7.3	2.9	-5.8	-4.3	5.6	-28.4	CCc1nnc(NC(=O)CSc2nnc(CNc3ccc(OC)cc3)n2CC)s1
-1.1	-42.5	-28.8	26.7	-2.8	-10.0	0.0	-1.0	-107.0	0.3	-56.0	OCCCN=c1cc(-c2ccccc2)oc2ccc(Cl)cc12
-4.8	20.8	-12.0	-61.6	3.3	-1.1	-3.0	0.7	-116.5	-83.9	1.0	O=C1c2ccccc2NC(c2ccc3c(c2)OCCO3)N1c1ccc2c(c1)OCCO2 (stereo unspecified)
0.6	-25.8	8.7	-0.2	6.4	-4.9	-0.8	7.9	17.9	-5.8	-8.1	COCCOC(=O)c1c(NC(=O)CN2CCCc3ccccc32)sc(C(N)=O)c1C
3.5	2.6	-0.2	3.8	7.1	-0.3	-1.6	2.2	7.8	-2.1	2.1	O=S(=O)(c1ccc(NCc2ccccc2)cc1)N1CCOCC1
1.1	3.7	-15.8	-9.7	-2.7	11.7	-2.5	4.2	2.2	-6.9	6.4	COc1ccc(CCN2CC(=O)NC(=O)C2)cc1OC
0.2	-0.3	-14.0	4.7	4.5	3.8	-1.0	3.2	5.3	-14.2	-5.6	CC1CCN(C(c2ccccc2)c2nnnn2C(C)(C)C)CC1 (stereo unspecified)
-3.1	-0.3	4.0	-9.0	5.0	-0.3	-3.7	7.0	-5.8	-6.2	-25.7	CNC(=O)c1c(NC(=O)c2ccc3ncsc3c2)sc(C)c1C
-4.3	-3.5	-7.8	-7.0	-1.8	-1.9	-1.0	2.4	9.8	0.2	-12.4	CO[C@H]1CC[C@@]2(C)[C@@H](CC[C@@H]3[C@@H]2CC[C@@]2(C)[C@H]3C[C@H](C(=O)O)O[C@]23CCCO3)C1
2.8	2.6	-4.7	8.6	-12.8	-8.6	0.0	6.1	8.4	-10.2	-0.9	Cc1nnc(NC(=O)c2c(-c3ccccc3)noc2C)s1
-2.9	1.4	19.3	-6.5	10.0	12.7	-0.5	-2.5	-0.1	0.9	-15.7	COc1ccc(-c2noc(C3CCCN(C(=O)c4ccc(F)cc4)C3)n2)cc1 (stereo unspecified)
6.8	1.0	-8.0	16.2	2.5	-8.9	-2.4	-2.4	-4.3	-6.8	-5.7	N#Cc1c(Cl)cccc1N1CCCC1
7.0	3.2	.	-1.8	-2.7	-9.3	13.8*	-5.6	-9.4	-12.1	.	COc1ccc2oc(C(=O)OCC(=O)Nc3ccccc3OC)c(C)c2c1
-0.1	-11.2	2.0	7.3	-1.2	-7.5	1.4	9.7	9.1	-2.6	-7.5	O=C(CSc1nc2ccccc2[nH]1)N1CCN(c2ccc(F)cc2)CC1
-4.3	0.8	-11.3	10.6	1.6	-9.2	-1.5	12.7	-9.6	1.1	-42.3	O=C1CCC(C(=O)N2CCCCO2)CN1CCc1ccc(Cl)cc1 (stereo unspecified)
2.6	-2.2	15.4	10.0	6.7	3.1	-0.8	5.9	7.7	1.0	-49.9	CC(C(=O)C12CC3CC(CC(C3)C1)C2)N1CCOCC1 (stereo unspecified)
1.1	-0.6	2.4	2.2	-4.1	-1.4	2.6	5.9	-29.9	-36.5	22.3	COc1ccc(OCC(=O)Nc2cc(OC)ccc2N2CCCCC2)cc1
-1.6	-7.7	2.9	7.0	7.1	-3.3	4.2	6.6	3.3	6.4	-41.4	O=C(NCCc1ccc(Cl)cc1)Nc1cccc(Cl)c1
-1.5	-6.0	-24.1	-50.7	2.8	-1.0	0.9	1.5	-25.5	-27.9	-30.1	Cc1cc(C(=O)Nc2cccc(C(=O)O)c2)c(C)o1
